TRPC6 inh: blocks the mouse TRPC6 cation channel; HEK293-TRPC6, membrane potential dye, ACh-evoked depolarization; stronger effect = lower value; Q61143; 1.1% of 310,000 active; B-score at 10 µM; AID 2553;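 active means B-score under library mean minus 3 SD, initial fluorescence not abnormally high, positive integrated signal ratio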;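 further: B-score derived from integrated fluorescence ratio over the kinetic read; more negative B-score means stronger inhibition of depolarization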
TRPC4 act: opens the mouse TRPC4 cation channel. 0.49% of 310,000 active. AID 2237. HEK293 TRPC4beta/mu-opioid, Fluo4 calcium fluorescence; stronger effect = higher value. B-score at 10 µM;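 active means B-score above 5 SD of library B-scores, and initial fluorescence ratio not above library mean plus 5 SD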;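 further: positive B-score marks a calcium rise read as TRPC4 activation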
Target sequence (Q9QUQ5 whole entry, looked up): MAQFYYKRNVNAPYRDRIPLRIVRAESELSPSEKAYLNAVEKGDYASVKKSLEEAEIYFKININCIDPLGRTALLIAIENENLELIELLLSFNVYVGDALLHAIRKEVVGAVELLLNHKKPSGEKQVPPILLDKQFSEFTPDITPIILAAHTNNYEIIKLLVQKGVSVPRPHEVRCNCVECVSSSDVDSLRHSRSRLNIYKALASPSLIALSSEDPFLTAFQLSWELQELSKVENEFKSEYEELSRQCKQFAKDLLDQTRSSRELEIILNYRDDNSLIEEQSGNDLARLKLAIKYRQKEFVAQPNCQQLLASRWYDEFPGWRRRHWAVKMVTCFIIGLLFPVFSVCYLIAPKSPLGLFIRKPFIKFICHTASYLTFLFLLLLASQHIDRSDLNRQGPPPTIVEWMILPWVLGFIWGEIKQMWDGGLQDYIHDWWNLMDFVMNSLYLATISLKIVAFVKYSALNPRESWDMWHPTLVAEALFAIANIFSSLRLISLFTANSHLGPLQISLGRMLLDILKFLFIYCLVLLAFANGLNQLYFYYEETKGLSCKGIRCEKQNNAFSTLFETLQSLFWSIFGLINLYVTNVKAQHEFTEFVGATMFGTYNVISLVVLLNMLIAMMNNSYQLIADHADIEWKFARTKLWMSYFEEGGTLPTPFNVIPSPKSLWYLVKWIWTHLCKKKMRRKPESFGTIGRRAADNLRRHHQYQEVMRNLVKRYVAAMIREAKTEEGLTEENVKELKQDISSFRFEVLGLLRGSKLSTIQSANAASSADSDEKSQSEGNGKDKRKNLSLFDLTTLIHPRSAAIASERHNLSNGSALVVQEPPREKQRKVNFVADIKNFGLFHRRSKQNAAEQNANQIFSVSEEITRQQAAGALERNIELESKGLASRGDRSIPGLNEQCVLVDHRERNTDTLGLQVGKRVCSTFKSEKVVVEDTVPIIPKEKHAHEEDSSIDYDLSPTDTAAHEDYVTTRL
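Assay system: HEK293 stable line with TRPC4beta plus mu-opioid receptor. Times: dye 45 min RT, read 110 s. Measured by: kinetic Fluo4 calcium fluorescence. Measure: B score of integrated ratio. Controls: assay buffer as low control, maximal DAMGO as high control.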
SKKanGAS inh: SKKanGAS growth inhibition; S. pyogenes SKKanGAS, kanamycin growth, BacTiter-Glo, 6 h; inhibition, % at 7.5 µM; 1.3% of 300,000 active; AID 1662;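 active means mean replicate score, as percent of positive control median, at least 50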;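 further: strain carries kanamycin resistance gene driven by streptokinase promoter and grows in 40 µg/ml kanamycin; loss of luminescence reflects streptokinase promoter inhibition or plain growth inhibition; 0% = median of DMSO wells and 100% = positive control at its reference dose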
TRPC4 PAM: TRPC4 (mouse) allosteric potentiation | Q9QUQ5 | HEK293 TRPC4beta/mu-opioid, DAMGO EC20, Fluo-4 Ca2+ flux; stronger effect = higher value | B-score at 10 µM | 0.42% of 310,000 active;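 active means B-score of calcium response area above 5 SD of library B-scores, with initial fluorescence ratio within 5 SD of library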;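 further: B-score of integrated fluorescence ratio over time as area under calcium response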
IEC-6 cytotox: counter-screen for KLF5 inhibitors: cytotoxicity in IEC-6 cells; 0.78% of 290,000 active; inhibition, % at 5 µM; IEC-6 cytotoxicity, luminescence viability; AID 1825; in the data active means inhibition above about 22%;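 further: 0% = plate median of test compound wells and 100% = cytotoxic reference compound wells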
HIF activator: HIF pathway transcriptional activation. U2OS HRE-luciferase reporter, luminescence; normalized: DMSO 0%, desferrioxamine 100%. activation, % at 7.5 µM (by protocol). 0.32% of 300,000 active;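 active means mean activation of at least 10% of the iron chelator positive control signal, with at least half of replicates also reaching 10%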
TRPC4 inh: inhibitors of mouse TRPC4 channel | B-score at 10 µM | AID 2247 | 0.39% of 300,000 active | HEK293 TRPC4beta/mu-opioid, DAMGO-evoked Fluo4 calcium flux; stronger effect = lower value;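 active means B-score over 3 SD under the library average, no early fluorescence shift, positive overall ratio signal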
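Material: HEK293 cells with stable TRPC4beta plus mu-opioid receptor expression; probe or stimulus: DAMGO in two steps, submaximal then maximal; technique: Fluo4 calcium fluorescence by kinetic imaging, 5 s 1 Hz baseline; measure: integrated fluorescence ratio relative to baseline, converted to per-well B score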
KLF5 inhibitor: inhibitors of KLF5 expression; 0.23% of 290,000 active; DLD-1 KLF5 promoter-luciferase reporter, luminescence; inhibition, % at 5 µM; AID 1700;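 active means inhibition above a per-plate limit of that plate's mean compound inhibition plus 3 SD, cut at about 60% in these data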;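 further: 0% = DMSO wells and 100% = LY294002 at 200 µM; higher means less KLF5 promoter-driven luciferase light; inactives centre near -14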
TRPC6 activator: mouse TRPC6 channel activation; HEK293-TRPC6 membrane potential dye fluorescence; stronger effect = higher value; Q61143; B-score at 10 µM; 0.13% of 310,000 active;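 active means B-score of the integrated fluorescence ratio above library mean plus 3 SD, and starting fluorescence ratio within library mean plus 5 SD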;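 further: higher score means more depolarization so channel activation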
aSyn UTR inh: MLPCN primary screen, SNCA 5' untranslated region; alpha-synuclein 5'UTR reporter, inhibitor activity; inhibition, % (tested at 7.5 µM); 0.82% of 300,000 active; AID 1813; in the data active means inhibition above about 60%;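 further: H4 neuroglioblastoma cells stably carrying SNCA 5'UTR luciferase fusion; 0% = DMSO wells and 100% = positive control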
MrgX1 antag: antagonists of human MrgX1 receptor. Q96LB2. 1.3% of 310,000 active. MRGX1-HEK293 calcium flux, Fluo-4, BAM8-22 antagonism; stronger effect = lower value. B-score at 10 µM. AID 588676;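 active means calcium-response B-score plate-corrected more than 3 library SD below zero, starting fluorescence within 5 deviations, no agonist response on first addition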;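 further: peak minus trough fluorescence over baseline after final BAM8-22 challenge near maximal dose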
Numbers without * were called inactive; i = inactive; . = no result given.

smiles	TRPC4 PAM	TRPC6 inh	SKKanGAS inh	TRPC4 act	MrgX1 antag	TRPC6 activator	TRPC4 inh	aSyn UTR inh	IEC-6 cytotox	HIF activator	KLF5 inhibitor
Cc1onc(-c2ccccc2Cl)c1C(=O)N(Cc1ccc(N(C)C)cc1)C(C)C	i	i	3	i	i	i	i	73*	.	-0.7	.
O=C(COc1ccccc1)NC1CCSc2ccccc21 (stereo not drawn)	i	i	-2	i	i	i	i	-11	.	1.8	.
O=C1C=C(c2cccnc2)CCC1	i	i	3	i	i	i	i	20	.	0.1	.
Cc1c(NC(=O)OCCNC(=O)COc2ccc(Cl)cc2Cl)sc(=S)n1C	i	i	5	i	i	i	i	-21	-7	0.1	-22
O=C(CN1C(=O)COc2ccccc21)NCCN1CCOCC1	i	i	5	i	i	i	i	-20	-7	0.2	-2
CC1(C)N([O-])C(c2cccs2)=C[N+]1=O	i	i	0	i	i	i	i	1	4	-0.6	15
O=C(Nc1nc2ccccc2s1)c1cnccn1	i	i	15	i	i	i	i	-39	-1	0.7	-170
CC1CCCCN1C(=O)C1CCCN(S(=O)(=O)c2cccc3nsnc23)C1 (stereo not drawn)	i	i	-2	i	i	i	i	9	-2	0.1	-9
COc1ccc(-n2c(C)cc(C(=O)CN3C(=O)NC4(CCc5ccccc54)C3=O)c2C)cc1 (stereo not drawn)	i	i	7	i	i	i	i	18	1	0.7	-22
COc1ccccc1-c1nc(-c2ccccc2)[nH]c(=O)c1C#N	i	i	34	i	i	i	i	8	-2	0.3	-29
CCC(=O)NCCc1nc2cc(NC(=O)c3cccc([N+](=O)[O-])c3)ccc2n1C	i	i	-2	i	i	i	i	-70	-1	-53	-92
C=CCn1c(SCC(C)=O)nc2scc(-c3ccco3)c2c1=O	i	i	2	i	i	i	i	16	-8	0.0	-16
O=C1CN(C(=O)c2ccc(Br)o2)C(c2ccc(F)cc2)c2cc(Cl)ccc2N1 (stereo not drawn)	i	i	10	i	i	i	i	13	-2	0.2	-6
Cc1cc(C)n(-c2ccc(C(=O)OCC(=O)NCc3ccc(F)cc3)cc2)n1	i	i	-4	i	i	i	i	-15	-4	0.5	-20
COc1ccc(C(=O)OC(C)CN2CCN(C)CC2)cc1 (stereo not drawn)	i	i	-3	i	i	i	i	-15	4	1.1	-46
O=[N+]([O-])c1c(NCCO)cc(N2CCCCCC2)c2nonc12	i	i	10	i	i	i	i	16	-2	0.8	-32
N#Cc1c(C(F)(F)F)cc(=O)n2c1[nH]c1ccccc12	i	i	39	i	i	i	i	-18	3	0.3	-93
O=C(O)C1C2CCC(C2)C1C(=O)Nc1cc(F)ccc1F (stereo not drawn)	i	i	-12	i	i	i	i	-17	11	-0.3	-19
CC(=O)c1c(OC(=O)c2ccc(C)cc2)c2ccccc2n1C	i	i	4	i	i	i	i	21	2	-0.3	-5
CCN(CC)CCCNC(=O)C(C)n1nc(C)c2sc3ccccc3c2c1=O (stereo not drawn)	i	i	-15	i	i	i	i	10	-1	-0.3	-51
Cc1onc(-c2ccccc2Cl)c1C(=O)NC(=S)NCCc1ccccc1	i	i	6	i	i	i	i	12	5	-0.3	-5
O=C(Nc1ccccc1)C(Cc1cccs1)c1nn[nH]n1 (stereo not drawn)	i	i	-8	i	i	i	i	-4	7	-0.1	-2
CC(=O)c1ccc(NC(=O)/C(Cl)=C/c2ccccc2)cc1	i	i	3	i	i	i	i	-175	4	2.3	-89
Cc1ccccc1-c1cn(-c2ccccc2)c(=S)[nH]1	i	i	-6	i	i	i	i	-1	-3	-6.2	-14
O=C(Nc1cccc(Br)c1)c1cccc(OC(=S)N2CCOCC2)c1	i	i	0	i	i	i	i	-14	6	0.1	-18
O=C(COC(=O)c1ccccc1[N+](=O)[O-])c1ccc2c(c1)OCO2	i	i	-2	i	i	i	i	-187	.	-2.3	.
CC(=O)N1CCN(C(=O)COc2ccc(Br)cc2)CC1	i	i	-8	i	i	i	i	-7	-8	-0.1	-10
O=C(Cc1ccc(F)cc1)NCCS(=O)(=O)N1CCN(c2cccc(Cl)c2)CC1	i	i	11	i	i	i	i	6	.	-47	.
O=C(CSc1ccccn1)N1CCN(c2ncc(C(F)(F)F)cc2Cl)CC1	i	i	1	49*	i	i	i	-11	-2	0.0	-19
Cc1cccc(NC(=O)Nc2ccc(Oc3c(F)c(F)c(F)c(F)c3F)cc2)c1	i	i	-9	i	i	i	i	6	-5	0.1	17

Compound profiles, from the list above. Order of values: TRPC4 PAM, TRPC6 inh, SKKanGAS inh, TRPC4 act, MrgX1 antag, TRPC6 activator, TRPC4 inh, aSyn UTR inh, IEC-6 cytotox, HIF activator, KLF5 inhibitor
Cc1onc(-c2ccccc2Cl)c1C(=O)NC(=S)NCCc1ccccc1 in the list: i, i, 6, i, i, i, i, 12, 5, -0.3, -5
O=C(Cc1ccc(F)cc1)NCCS(=O)(=O)N1CCN(c2cccc(Cl)c2)CC1 in the list: i, i, 11, i, i, i, i, 6, ., -47, .
Cc1cccc(NC(=O)Nc2ccc(Oc3c(F)c(F)c(F)c(F)c3F)cc2)c1 in the list: i, i, -9, i, i, i, i, 6, -5, 0.1, 17

Remaining list, next part
smiles	TRPC4 PAM	TRPC6 inh	SKKanGAS inh	TRPC4 act	MrgX1 antag	TRPC6 activator	TRPC4 inh	aSyn UTR inh	IEC-6 cytotox	HIF activator	KLF5 inhibitor
COc1cc(/C=C2\C(=O)ON=C2c2ccccc2)cc(Br)c1O	i	i	8	i	i	16*	i	3	-3	0.9	-18
CC1=CC(c2ccccc2)=Nc2ccc(C)cc2N1	i	i	-6	i	i	i	i	-151	0	0.1	-135
CN(Cc1ccccc1)C(=O)CN1C(=O)c2ccc([N+](=O)[O-])cc2C1=O	i	i	-14	i	i	i	i	15	-3	0.2	7
COc1ccc2nc(NC(=O)CCNC(=O)c3ccccc3Cl)sc2c1	i	i	-10	i	i	i	i	-44	4	2.9	-49
NCCOc1ccc(C2CCCCC2)cc1	i	i	4	i	i	i	i	71*	7	-1.3	-5
COc1ccccc1/C=C/CN1CCN(c2ccccc2)CC1	i	i	-1	i	i	i	i	7	-1	-0.4	-23
O=C(Oc1ccc(=O)n(-c2ccccc2)n1)c1cccc(Cl)c1	i	i	-4	i	i	i	i	-23	8	-0.2	-20
O=C(CC1C(=O)N(c2ccc(Cl)cc2)C(=S)N1CCc1ccncc1)Nc1ccc(F)cc1 (stereo not drawn)	i	i	7	i	i	i	i	19	4	-0.5	5
COc1cc(OC)c(C2=NOC(C(=O)Nc3ccc4c(c3)OCO4)C2)cc1Cl (stereo not drawn)	i	i	2	i	i	i	i	31	5	0.3	-1
O=S(Cc1ccccc1)CC(O)(c1ccc(Cl)cc1)c1ccc(Cl)cc1 (stereo not drawn)	i	i	22	i	i	i	i	27	8	-1.4	1
CC(OC(=O)c1nn(C(C)C)c(=O)c2ccccc12)C(=O)Nc1ncc(Cl)cc1Cl (stereo not drawn)	i	i	9	i	i	i	i	-21	3	-0.8	-23
O=S(=O)(Nc1ncccn1)c1ccc(NC(=S)NCc2cccnc2)cc1	i	i	-12	i	i	i	i	10	-2	-0.7	-19
CCn1cc(-c2csc(N)n2)c(C)n1	i	i	-5	i	i	i	i	1	2	1.2	-33
CCN(CC)C(=S)SCc1csc(CC(=O)Nc2ccccc2C)n1	i	i	2	i	i	i	i	7	1	1.1	-30
Cc1cc(C(=O)OCC(=O)Nc2nnc(C(C)C)s2)c2ccccc2n1	i	i	7	i	i	i	i	-15	8	0.0	-3
Cc1nn(C)c(C(=O)Nc2cccc(Nc3ccccc3)c2)c1[N+](=O)[O-]	i	i	3	i	i	i	i	-32	6	0.2	-37
N=c1c2c(ncn1CCCO)Oc1c(ccc3ccccc13)C2c1ccccc1 (stereo not drawn)	i	i	0	i	i	i	i	-34	2	0.7	-14
CCn1c2ccccc2c2cc(NC(=O)CSc3nnnn3-c3ccccc3)ccc21	i	i	-4	i	i	i	i	-8	-2	-0.1	-32
CCCC(=O)N1CCc2cc(OC)c(OC)cc2C1COc1ccccc1OC (stereo not drawn)	i	i	-6	i	i	i	i	15	1	-1.8	-1
C#CCOC(=O)CN1C(=O)c2cccc3cccc(c23)C1=O	i	i	4	i	i	i	i	-14	0	1.2	-24
CC1=CC2=NC(=O)/C(=C\c3cn(C)c4ccccc34)C(=N)N2O1	i	i	-13	i	i	i	i	0	7	-0.1	-30
Nc1c(C(=O)N2CCOCC2)sc2nc(N3CCOCC3)c3c(c12)CCCC3	i	i	3	i	i	i	i	12	-6	-0.1	-12
CCOCCCNC(=O)C(NC(=O)CNC(C)=O)c1ccc(C)cc1 (stereo not drawn)	i	i	-13	i	i	i	i	7	-10	-0.2	-5
COC(=O)c1ccc(SCC(=O)N2CCC(C)CC2)c([N+](=O)[O-])c1	i	i	2	i	i	i	i	27	-2	0.2	-25
Cc1cc2[nH]c3ccccc3c2cn1	i	i	-6	i	i	i	i	-9	6	0.8	-8
CN1CCN(S(=O)(=O)c2cccc(C(=O)Oc3ccc(C(C)(C)C)cc3)c2)CC1	i	i	-4	i	i	i	i	-11	.	0.1	.
CCC(C)C(=O)Nc1nccs1 (stereo not drawn)	i	i	2	i	i	i	i	4	1	0.3	-17
O=S(=O)(NCC1CCCO1)c1cccc(C(F)(F)F)c1 (stereo not drawn)	i	i	-1	i	i	i	i	2	1	0.5	-6
CCOC(=O)Cn1c(=N)n(CCOc2ccc(OC)cc2)c2ccccc21	i	i	2	i	i	i	i	14	-1	0.0	-5
CN(C)CCOC(=O)c1ccc(COc2ccccc2Br)o1	i	i	0	i	i	i	i	5	-1	-0.7	-20
CCC(=O)Nc1cc(-c2nn(C)c(=O)c3ccccc23)ccc1N1CCOCC1	i	i	-7	i	i	i	i	12	4	-0.8	11
COc1ccccc1-c1nc(SCC(=O)Nc2ccccc2F)n[nH]1	i	i	-16	i	i	i	i	10	2	2.9	-16
O=C(NC(=S)NNC(=O)[C@H]1C[C@@H]1c1ccccc1)c1cccc(F)c1	i	i	99*	211*	i	i	i	67*	4	-0.7	-16
CN(C)c1ccc(/C=N/N2C(=O)c3ccccc3C2=O)cc1	i	i	-5	i	i	i	i	2	5	0.0	7
Cc1cc2[nH]c(=O)c(=O)[nH]c2cc1S(=O)(=O)N1CCN(c2cccc(C(F)(F)F)c2)CC1	i	i	-4	i	i	i	i	26	-2	-0.2	-31
